From PubChem BioAssay
SENP8 block-1: SENP8 protease inhibitors, primary screen, biochemical, luminescence | Sentrin-specific protease 8 (Homo sapiens), Q96LD8 | purified SENP8, Z-RLRGG-aminoluciferin cleavage | AID 2540, 2010 | 330,000 compounds, 1.2% hits | inhibition, % at 10 µM; in the data active = inhibition above about 50%
Target sequence (Q96LD8 whole entry, looked up): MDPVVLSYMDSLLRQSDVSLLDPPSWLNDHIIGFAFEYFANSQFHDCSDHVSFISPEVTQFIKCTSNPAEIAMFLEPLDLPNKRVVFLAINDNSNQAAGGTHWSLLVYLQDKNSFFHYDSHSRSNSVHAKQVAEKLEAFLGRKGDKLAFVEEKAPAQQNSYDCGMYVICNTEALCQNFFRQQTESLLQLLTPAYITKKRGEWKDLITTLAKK
SENP7 block: SENP7 protease inhibitors, primary screen, biochemical, luminescence, uHTS | Sentrin-specific protease 7 (Homo sapiens), Q9BQF6 | recombinant SENP7, Z-RLRGG-aminoluciferin luminescence, 40 min | AID 434973, 2010 | 330,000 compounds, 1.5% hits | inhibition, % at 5 µM;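 active = inhibition above about 50% at the single test dose, limit read from the data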;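 also: plate controls were DMSO with enzyme for no effect and no enzyme buffer wells for full effect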
Target sequence (Q9BQF6 706-1050 limits assumed): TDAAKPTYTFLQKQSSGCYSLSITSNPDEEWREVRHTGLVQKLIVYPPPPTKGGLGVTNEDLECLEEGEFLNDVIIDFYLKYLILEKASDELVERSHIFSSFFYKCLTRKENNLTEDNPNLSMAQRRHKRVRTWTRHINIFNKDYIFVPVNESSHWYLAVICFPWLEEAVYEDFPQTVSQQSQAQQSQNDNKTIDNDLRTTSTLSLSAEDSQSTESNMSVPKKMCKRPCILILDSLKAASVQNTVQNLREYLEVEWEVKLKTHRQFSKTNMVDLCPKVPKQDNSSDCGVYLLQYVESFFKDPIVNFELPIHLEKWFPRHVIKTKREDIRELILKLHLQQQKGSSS
SENP8 block-2: human SENP8 protease inhibitors, primary screen, biochemical, fluorescence, Nedd8 protein substrate, uHTS. AID 602440, 2012. recombinant SENP8. inhibition, % at 20 µM. Sentrin-specific protease 8 (Homo sapiens), Q96LD8. 360,000 compounds, 0.64% hits; in the data active = inhibition mostly above about 40%, no sharp cut-off; inactive = mostly below about 27%
SENP1 FRET inh: human SENP1 catalytic domain inhibitors, primary screen, biochemical, FRET, uHTS; Sentrin-specific protease 1 (Homo sapiens), Q9P0U3; recombinant SENP1 catalytic domain, CyPet-SUMO1-YPet FRET cleavage; inhibition, % at 10 µM; 360,000 compounds, 0.21% hits;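 active = inhibition at least 30% at 10 µM, raw YFP signal under a set limit, fluorescence ratio 0.5 to 1.5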;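 also: 0% = enzyme with DMSO and 100% = no enzyme wells; some results filed as inactive read as strong as hits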
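Controls: no-enzyme wells low, DMSO-plus-enzyme wells high control. Test system: human recombinant His6-tagged SENP1 catalytic domain enzyme. Reagent: SFCypet-SUMO1-SFYpet FRET protein substrate, 25 nM final. Doses: one dose per compound, 10 µM, 0.5% DMSO. Detection: FRET, CFP and YFP emission. Timing: 50 min reaction at room temperature.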
HKDC1 inh: HKDC1 hexokinase inhibitors, primary screen, biochemical, fluorescence, uHTS | Q2TB90 | recombinant HKDC1, G6PDH/diaphorase resazurin coupled fluorescence | inhibition, % at 20 µM | 340,000 compounds, 0.16% hits;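 active = inhibition above about 35% when tested at 20 µM, limit read from the data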;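 also: plate controls were DMSO wells with enzyme for no effect and DMSO wells lacking enzyme for full effect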
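Assay system: recombinant HKDC1 hexokinase; detection: coupled resazurin fluorescence, excitation 525 nm, emission 613 nm; benchmarks: DMSO-plus-enzyme-mix negative control, buffer-substituted positive control; compound dosing: single 20 µM dose; schedule: 90 min at room temperature in dark; also added: glucose plus 1 mM ATP as hexokinase substrates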
PfGluPho inh: PfG6PD enzyme inhibitors, primary screen, biochemical, fluorescence intensity, uHTS | PfGluPho enzyme, NADPH resazurin-diaphorase fluorescence | inhibition, % at 20 µM | 350,000 compounds, 0.78% hits | AID 504690, 2011;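 active = inhibition reaching at least a set limit at 20 µM in the primary screen, cut at about 59% in these data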;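 also: 0% = DMSO wells with substrate and 100% = DMSO wells lacking glucose-6-phosphate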
Apaf-1 inh: inhibitors of human Apaf-1 apoptosome, primary screen, biochemical, DEVD-Rh110 fluorescence, uHTS | AID 489030, 2010 | inhibition, % at 20 µM | 330,000 compounds, 0.71% hits | reconstituted apoptosome caspase-3 activity | Apoptotic protease-activating factor 1 (Homo sapiens), O14727; active = inhibition of at least 40% at 20 µM;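 also: plate controls were DMSO wells for no effect and DEVD-CHO caspase inhibitor wells for full effect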
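Assay system: Apoptosome proteins | Medium: pH 7.5 Hepes buffer with CHAPS, BSA, DTT | Also added: Cytochrome c and DEVD-Rh110 substrate | Times: 30 min plus 50 min, RT | Detection: Rhodamine 110 fluorescence at Ex 480/Em 540 nm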
SENP6 block: SENP6 protease inhibitors, primary screen, biochemical, luminescence, uHTS; 330,000 compounds, 1.8% hits; AID 2599, 2010; Sentrin-specific protease 6 (Homo sapiens), Q9GZR1; inhibition, % at 10 µM; Recombinant SENP6 catalytic domain, aminoluciferin luminescence;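 active = inhibition above about 50% at the single tested dose, limit read from the data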;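 also: plate controls were DMSO wells with enzyme for no effect and DMSO wells lacking enzyme for full effect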
Target sequence (Q9GZR1 628-1112 limits assumed): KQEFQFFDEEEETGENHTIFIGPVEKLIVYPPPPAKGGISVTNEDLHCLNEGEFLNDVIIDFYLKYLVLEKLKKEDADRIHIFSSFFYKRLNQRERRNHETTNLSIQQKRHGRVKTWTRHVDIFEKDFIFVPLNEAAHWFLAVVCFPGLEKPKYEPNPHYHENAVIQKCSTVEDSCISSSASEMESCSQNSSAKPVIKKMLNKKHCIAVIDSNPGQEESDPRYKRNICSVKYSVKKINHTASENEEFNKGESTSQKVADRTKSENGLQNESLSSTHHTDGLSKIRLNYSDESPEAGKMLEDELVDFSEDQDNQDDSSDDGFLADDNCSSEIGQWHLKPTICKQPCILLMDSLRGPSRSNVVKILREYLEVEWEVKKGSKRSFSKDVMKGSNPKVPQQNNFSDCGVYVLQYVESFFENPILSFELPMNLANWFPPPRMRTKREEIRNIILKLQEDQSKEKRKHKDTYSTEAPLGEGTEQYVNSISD
Starred values were filed as active, the others as inactive; nt = not tested or not shown.

1: COc1ccc(C(=O)N2CCCC(c3ccccc3)C2)cc1 (stereo unspecified)
2: C=CCn1c(SCC(=O)c2ccc(NS(=O)(=O)c3ccccc3)cc2)nnc1-c1cccs1
3: N=C(N)SCc1ccc(Cl)cc1Cl
4: COc1nc2ccccc2nc1N1CCN(Cc2ccc3c(c2)OCO3)CC1
5: COc1ccc(CCN2C(=S)NC3CC2(C)Oc2ccc([N+](=O)[O-])cc23)cc1OC (stereo unspecified)
6: Cc1ccccc1OCCN1C(=O)NC2(CCc3ccccc32)C1=O (stereo unspecified)

assay / entry	1	2	3	4	5	6
SENP8 block-1	-4	1	-8	-1	-5	-2
SENP7 block	-4	13	-4	2	-12	4
SENP8 block-2	21	-47	21	-62	27	14
SENP1 FRET inh	2	-15	1	2	3	-8
HKDC1 inh	-1	-9	-3	-2	5	-5
PfGluPho inh	-43	4	5	-1	-7	0
Apaf-1 inh	4	-2	5	13	17	16
SENP6 block	-14	-1	-9	-11	-3	10

7: Cc1ccc(C(=O)NC(C)c2nc3ccccc3n2CC(=O)Nc2c(C)cc(C)cc2C)cc1 (stereo unspecified)
8: CCOc1ccc(NC(=O)CN2C(=O)CSC2=O)cc1
9: CCc1ccc2[nH]cc(C(=O)N3CCCCCC3)c(=O)c2c1
10: Cc1cccc(-c2nc(CS(=O)CC(=O)NCc3ccco3)c(C)o2)c1 (stereo unspecified)
11: CC(C)(C)c1oc(C(=O)O)cc1CN1CCOCC1
12: Cn1nnnc1SCC(=O)c1ccc2c(c1)OCCO2

assay / entry	7	8	9	10	11	12
SENP8 block-1	1	-21	5	1	0	-7
SENP7 block	4	-14	10	5	-1	3
SENP8 block-2	nt	12	15	0	10	6
SENP1 FRET inh	nt	2	2	2	0	2
HKDC1 inh	nt	-4	0	2	-5	-8
PfGluPho inh	nt	9	-6	5	-3	-15
Apaf-1 inh	-100	11	2	-1	3	2
SENP6 block	-20	-27	13	13	-10	-21

Compound profiles, from the list above.
`CCc1ccc2[nH]cc(C(=O)N3CCCCCC3)c(=O)c2c1` across the screens: SENP8 block-1 = 5; SENP7 block = 10; SENP8 block-2 = 15; SENP1 FRET inh = 2; HKDC1 inh = 0; PfGluPho inh = -6; Apaf-1 inh = 2; SENP6 block = 13
`CC(C)(C)c1oc(C(=O)O)cc1CN1CCOCC1` across the screens: SENP8 block-1 = 0; SENP7 block = -1; SENP8 block-2 = 10; SENP1 FRET inh = 0; HKDC1 inh = -5; PfGluPho inh = -3; Apaf-1 inh = 3; SENP6 block = -10

Other records:
13: N#CCCNCC1(c2ccccc2)CCCC1
14: CCOC(=O)c1c(C)[n+]([O-])c2ccc3c(non3O)c12
15: O=C(CN1CCOCC1)Nc1ccc(Oc2ccc(NC(=O)CN3CCOCC3)cc2)cc1
16: Cc1cc(NCc2ccccn2)n2c(nc3ccccc32)c1C#N
17: CCc1ccc(-n2c(O)c(C=NCCN(CC)CC)c(=O)[nH]c2=O)cc1
18: CC(=O)N1CCN(c2ccc(NCc3ccc(C)s3)cc2)CC1

assay / entry	13	14	15	16	17	18
SENP8 block-1	-4	-10	-6	nt	nt	-5
SENP7 block	-10	-4	-3	nt	nt	-3
SENP8 block-2	12	5	17	-408	21	-114
SENP1 FRET inh	3	3	-1	-107	-20	-4
HKDC1 inh	-2	1	-14	5	1	3
PfGluPho inh	8	-12	-2	5	-13	56
Apaf-1 inh	-4	12	-19	nt	nt	6
SENP6 block	-38	-6	8	nt	nt	6

As entered above.
SENP8 block-2 result of CCc1ccc(-n2c(O)c(C=NCCN(CC)CC)c(=O)[nH]c2=O)cc1 stands at 21
SENP6 block result of Cc1cccc(-c2nc(CS(=O)CC(=O)NCc3ccco3)c(C)o2)c1 (stereo unspecified) stands at 13
PfGluPho inh result of CC(C)(C)c1oc(C(=O)O)cc1CN1CCOCC1 stands at -3
SENP7 block result of Cc1ccc(C(=O)NC(C)c2nc3ccccc3n2CC(=O)Nc2c(C)cc(C)cc2C)cc1 (stereo unspecified) stands at 4
SENP8 block-2 result of N=C(N)SCc1ccc(Cl)cc1Cl stands at 21

(more compounds)
19: Cc1ccc2c(c1)c(C)cc[n+]2Cc1ccccc1
20: CC(C)Cn1c(O)c2ccc(C(=O)N=NC(=O)c3cccnc3)cc2c1O
21: CS(=O)(=O)N(CC(=O)NCc1ccncc1)c1cc(Cl)cc(Cl)c1
22: Cc1c(NC(=O)c2cccc(S(=O)(=O)N(C)c3ccccc3)c2)c(=O)n(-c2ccccc2)n1C
23: O=C(NCc1ccco1)c1csc(Nc2ccccc2Cl)n1
24: CSCCC(NC(=O)COc1ccccc1)C(=O)N1CC(C)CC(C)C1 (stereo unspecified)

assay / entry	19	20	21	22	23	24
SENP8 block-1	-3	-8	2	nt	-7	-1
SENP7 block	-1	-3	15	nt	-11	-2
SENP8 block-2	-61	24	21	9	1	8
SENP1 FRET inh	-1	2	-2	-1	-5	1
HKDC1 inh	12	-7	-2	-1	12	-5
PfGluPho inh	-7	-11	-4	8	14	5
Apaf-1 inh	8	-12	6	nt	14	0
SENP6 block	-1	-9	16	nt	-23	-7

25: COc1ccc(C(=O)N2CCOCC2)cc1Br
26: CC(C)NC(=O)c1onc(CSc2ccc(Cl)cc2)c1C(=O)NC(C)C
27: CN(C)C(CNC(=O)CCCc1c[nH]c2ccccc12)c1ccco1 (stereo unspecified)
28: CCS(=O)(=O)N1CCC(C(=O)NCCCN2CCN(c3ccccc3F)CC2)CC1
29: CCn1c(SCc2ccc(C(=O)OC)o2)nc2sc3c(c2c1=O)CCCC3
30: Cc1noc(C)c1C(=O)NC(C)c1ccc(Cl)cc1Cl (stereo unspecified)

assay / entry	25	26	27	28	29	30
SENP8 block-1	3	1	-9	-4	-2	1
SENP7 block	-16	-3	-10	4	0	5
SENP8 block-2	7	11	10	3	-2	18
SENP1 FRET inh	1	0	-26	2	2	1
HKDC1 inh	-5	-1	-2	-11	-1	-4
PfGluPho inh	5	50	3	-13	14	-5
Apaf-1 inh	-1	10	6	-23	12	-15
SENP6 block	-5	-1	-6	-2	-18	-13

31: O=C(COc1ccc([N+](=O)[O-])cc1)NNC(=O)Nc1cccc(F)c1
32: CCOc1cc(/C=N/NC(=O)CCCC(=O)NC2CCCCC2)ccc1O
33: COc1cc(OC)c(NS(=O)(=O)c2cc3[nH]c(=O)c(=O)[nH]c3cc2C)cc1Cl
34: CC1(c2nnc(-c3ccccc3)o2)CC(c2ccncc2)=NO1 (stereo unspecified)
35: O=C(c1ccc2c(c1)OCCO2)N1CCN(Cc2ccccc2)CC1
36: CCOc1cc(Cl)c(S(=O)(=O)NCc2cccnc2)cc1Cl

assay / entry	31	32	33	34	35	36
SENP8 block-1	-7	0	-1	1	-12	-8
SENP7 block	6	1	-10	-9	-10	12
SENP8 block-2	15	6	1	-1	17	1
SENP1 FRET inh	1	2	2	-10	-1	-2
HKDC1 inh	-8	-5	7	-4	2	2
PfGluPho inh	-8	-21	39	-4	7	20
Apaf-1 inh	10	-12	-1	5	3	-4
SENP6 block	-6	1	-32	5	-14	5

Rewritten with each value named: part of the list above.
35: O=C(c1ccc2c(c1)OCCO2)N1CCN(Cc2ccccc2)CC1
  SENP8 block-1 = -12
  SENP7 block = -10
  SENP8 block-2 = 17
  SENP1 FRET inh = -1
  HKDC1 inh = 2
  PfGluPho inh = 7
  Apaf-1 inh = 3
  SENP6 block = -14

32: CCOc1cc(/C=N/NC(=O)CCCC(=O)NC2CCCCC2)ccc1O
  SENP8 block-1 = 0
  SENP7 block = 1
  SENP8 block-2 = 6
  SENP1 FRET inh = 2
  HKDC1 inh = -5
  PfGluPho inh = -21
  Apaf-1 inh = -12
  SENP6 block = 1

Back to the main list; the 4 compounds before the break are reprinted first.
33: COc1cc(OC)c(NS(=O)(=O)c2cc3[nH]c(=O)c(=O)[nH]c3cc2C)cc1Cl
34: CC1(c2nnc(-c3ccccc3)o2)CC(c2ccncc2)=NO1 (stereo unspecified)
35: O=C(c1ccc2c(c1)OCCO2)N1CCN(Cc2ccccc2)CC1
36: CCOc1cc(Cl)c(S(=O)(=O)NCc2cccnc2)cc1Cl
37: CCN(c1ccc(OC)cc1)S(=O)(=O)c1nnc(NC(=O)COc2ccc(F)cc2)s1
38: CCC(C)NC(=O)c1cnn2c1NC(c1ccc3c(c1)OCO3)CC2C(F)(F)F (stereo unspecified)
39: Cc1nn(C)c(Cl)c1CN1CCC(CO)(CCOc2ccccc2)CC1
40: CCN1CCN(c2sc(S(C)(=O)=O)nc2S(=O)(=O)c2ccc(Cl)cc2)CC1
41: Cc1ccc(CN(CC2CCCO2)C(=O)CN2C(=O)C(C(C)C)Oc3ccccc32)o1 (stereo unspecified)
42: O=C(CSc1nccc(=O)[nH]1)c1ccccc1Br

assay / entry	33	34	35	36	37	38	39	40	41	42
SENP8 block-1	-1	1	-12	-8	-2	11	-2	-6	5	-3
SENP7 block	-10	-9	-10	12	1	3	-2	0	4	3
SENP8 block-2	1	-1	17	1	3	15	-2	-5	13	17
SENP1 FRET inh	2	-10	-1	-2	-4	-4	1	2	-3	0
HKDC1 inh	7	-4	2	2	6	-5	-10	-1	-6	-15
PfGluPho inh	39	-4	7	20	-20	3	-8	-6	4	-1
Apaf-1 inh	-1	5	3	-4	6	13	-4	9	10	-1
SENP6 block	-32	5	-14	5	13	11	-24	0	-6	-6

43: O=S(=O)(c1cccc(-c2n[nH]c(=S)n2-c2cccc(C(F)(F)F)c2)c1)N1CCOCC1
44: O=C1CCCN1c1ccc(S(=O)(=O)NCc2ccc(F)cc2)cc1
45: O=C(C1CC(c2ccccc2O)=NO1)N1CCCCC1 (stereo unspecified)
46: Cc1coc2cc3oc(=O)c(CCC(=O)NCCCN4CCOCC4)c(C)c3cc12
47: COc1ccc(C(=O)N/C(=C/c2cccs2)C(=O)NC(C)(C)C)cc1OC
48: O=C(CN1C(=O)c2cccnc2Oc2ccc(Cl)cc21)NCCCc1ccccc1

assay / entry	43	44	45	46	47	48
SENP8 block-1	3	3	-4	0	6	-4
SENP7 block	7	0	74*	-4	0	-2
SENP8 block-2	-15	5	3	-154	7	2
SENP1 FRET inh	-1	1	1	-3	2	1
HKDC1 inh	0	-5	-5	-6	-14	-1
PfGluPho inh	31	-8	-1	8	13	-4
Apaf-1 inh	-1	7	-14	-3	-12	3
SENP6 block	-4	-14	-17	4	7	-10
